Assay outcomes (PubChem BioAssay)
EPAC1 ag: EPAC1 (human) agonism; O95398; 360,000 compounds, 0.073% hits; EPAC1 agonist qHTS, biochemical assay; response scale: 100% = response to 6.5 mM cAMP; Potency, µM (series often up to 154 µM), without a hit: top-dose activation, actives largely listed as activators; AID 720707; also: potency is read from the fitted curve at half-maximal effect; nearly all actives have a fitted effect of over 60% in size
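EPAC1 100 nM, Rap1B–BODIPY-GDP 250 nM, unlabeled GDP 50 uM; compound titration; 5 min RT; kinetic read ex480/em540 at 5-min intervals ×30 min; data normalized to 6.5 mM cAMP agonist control.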
Abeta yeast res: restores growth of yeast expressing A-beta42 peptide | Potency, µM (titrated, usually from 46.1 µM), for the others: at the top dose growth rescue, usual class: activators | yeast expressing A-beta42, growth rescue, OD600, 48 h; response scale: 0% DMSO, 100% iron-clioquinol control | AID 1347071 | 410,000 compounds, 0.063% hits; also: potency is read from the fitted curve at half-maximal effect; nearly all actives have a fitted effect of over 55% in size
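Yeast A-beta toxicity model in growth medium with pinned compounds, 48 h at 30 C; growth read as absorbance at 600 nm. Normalized to FeCl3/clioquinol equimolar mix (positive) and DMSO (negative).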
WRN inhibitor: blocks human WRN helicase | WRN helicase unwinding, fluorescent forked duplex, kinetic | 360,000 compounds, 0.46% hits | Potency, µM (highest dose often 114 µM), for inactives: at the top dose activity change, negative = inhibition, actives largely listed as inhibitors; also: potency is read from the fitted curve at half-maximal effect; % is scaled to controls: 0 for no effect and ±100 for the full control effect; nearly all actives have a fitted effect of over 55% in size
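Kinetic fluorescence helicase assay: unwinding of a quenched forked DNA duplex (100 nM final) with 2 mM ATP final raises red fluorescence (525/598 nm). Compounds sat 15 min at room temperature with 20 nM WRN beforehand.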
IL-2 act: activates IL-2 in a cell-based reporter assay. AID 652025. activation, % (series mostly up to about 46 µM). 360,000 compounds, 0.065% hits. IL-2 activation reporter assay, cell-based qHTS; stimulated with anti-CD3/CD4/CD28 beads; in transgenic mouse T cells; in the data active = activation above about 50%; inconclusive = mostly about 30% to 49%; also: 0% is about no effect
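Unstimulated transgenic mouse T cells preincubated 60 min with compound, then stimulated with anti-CD3/anti-CD4-coated beads plus anti-CD28 for 18 h at 37 degrees C. IL-2 response read as EGFP and DsRed fluorescence by plate cytometry.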
PI5P4Ka inh: PI5P4K alpha (human) kinase inhibition | P48426 | PI5P4Kalpha enzyme, ADP-Glo luminescence, 60 min; hits give low values | max response, % | 330,000 compounds, 1.2% hits; active = max response of -50% or lower; inconclusive = between -30% and -50%; inactive = -30% or higher; also: value at the top dose of about 77 µM; % is scaled to controls: 0 for no effect and ±100 for the full control effect
Target sequence (P48426 whole entry, looked up): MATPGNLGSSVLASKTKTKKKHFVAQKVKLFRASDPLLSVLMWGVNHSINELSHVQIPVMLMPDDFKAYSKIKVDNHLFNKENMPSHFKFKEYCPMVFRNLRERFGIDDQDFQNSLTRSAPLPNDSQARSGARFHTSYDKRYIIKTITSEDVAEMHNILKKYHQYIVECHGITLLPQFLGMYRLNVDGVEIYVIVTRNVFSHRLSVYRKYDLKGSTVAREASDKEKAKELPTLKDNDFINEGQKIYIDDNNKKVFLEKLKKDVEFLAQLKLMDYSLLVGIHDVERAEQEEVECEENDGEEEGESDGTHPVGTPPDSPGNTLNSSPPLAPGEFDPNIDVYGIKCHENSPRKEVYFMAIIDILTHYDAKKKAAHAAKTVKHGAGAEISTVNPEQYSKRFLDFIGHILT
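Compounds were pin-transferred onto PI5P4Kalpha and substrate in HEPES pH 7.4 buffer with EGTA, CHAPS and 5% DMSO. ATP (5 microM final) started the reaction, which ran 60 minutes at room temperature before ADP-Glo detection.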
EPAC1 antag: EPAC1 (human) antagonism. AID 720709. O95398. EPAC1 GEF assay, Rap1b-BODIPY-GDP exchange fluorescence. 360,000 compounds, 0.14% hits. Potency, µM (top dose mostly 115 µM), inactives show at the highest dose activity change, negative = inhibition, hits mostly inhibitors;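 also: potency is read from the fitted curve at half-maximal effect; plate controls were vehicle for no effect and positive control for full effect; nearly all actives have a fitted effect of over 50% in size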
PLK1 PBD block: inhibitors of human PLK1 polo-box domain binding; Plk1 PBD binding of FITC phosphopeptide, fluorescence polarization; P53350; Potency, µM, without a hit: max response, negative = inhibition, usual class: inhibitors; 360,000 compounds, 2.8% hits; also: potency is read from the fitted curve at half-maximal effect; series mostly up to about 57 µM; % is scaled to controls: 0 for no effect and ±100 for the full control effect; nearly all actives have a fitted effect of over 65% in size
Target sequence (P53350 whole entry, looked up, the tested form may be a part): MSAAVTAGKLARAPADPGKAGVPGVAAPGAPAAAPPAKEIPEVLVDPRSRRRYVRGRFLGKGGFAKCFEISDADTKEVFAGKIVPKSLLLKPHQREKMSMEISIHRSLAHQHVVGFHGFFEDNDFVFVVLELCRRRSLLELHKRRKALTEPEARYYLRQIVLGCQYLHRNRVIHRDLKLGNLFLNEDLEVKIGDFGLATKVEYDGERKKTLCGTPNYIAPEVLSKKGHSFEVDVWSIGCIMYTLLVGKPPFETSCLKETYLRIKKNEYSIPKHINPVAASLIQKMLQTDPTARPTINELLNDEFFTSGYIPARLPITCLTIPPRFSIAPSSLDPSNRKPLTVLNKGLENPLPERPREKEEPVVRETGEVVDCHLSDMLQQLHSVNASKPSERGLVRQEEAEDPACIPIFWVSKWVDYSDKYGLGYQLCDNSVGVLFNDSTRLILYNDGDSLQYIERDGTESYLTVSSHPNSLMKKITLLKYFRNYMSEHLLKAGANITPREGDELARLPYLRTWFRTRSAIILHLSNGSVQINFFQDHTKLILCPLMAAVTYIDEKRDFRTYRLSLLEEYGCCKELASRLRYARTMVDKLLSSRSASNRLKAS
FUS suppressor: suppressors of FUS proteinopathy in yeast. Potency, µM (series often up to 76.6 µM), inactives show at the top dose growth rescue (activation), actives largely listed as activators. 390,000 compounds, 0.24% hits. S. cerevisiae FUS-expressing, growth rescue, OD600, 24 h;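 also: potency is read from the fitted curve at half-maximal effect; plate controls were DMSO vehicle for no effect and reference control for full effect; nearly all actives have a fitted effect of over 55% in size; some results filed as inactive show a strong effect at the top dose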
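Quantitative HTS measuring growth restoration of FUS-toxic yeast. Galactose-induced cells (OD 0.005) were exposed 24hr at 30C to compounds at several concentrations, then absorbance at 600 nm was recorded.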
Starred values were filed as active, the others as inactive; ? = inconclusive; / = not tested or not shown; [ ] = dose if it differs, or a comment. Unless noted, calls follow the shape of the dose curve; as a rule, active = well fitted curve in the direction sought with a large enough effect; inconclusive = small, poorly fitted or top-dose-only effect, or another doubt; inactive = no such curve, though single readings can be large; an effect the other way counts as inactive or inconclusive.

Compound | EPAC1 ag | Abeta yeast res | WRN inhibitor | IL-2 act | PI5P4Ka inh | EPAC1 antag | PLK1 PBD block | FUS suppressor
CC(=O)N1CCOc2ccc(S(=O)(=O)NCC3CCC(C(=O)Nc4ncccc4C)CC3)cc21 (stereo unspecified) | 13% | -6% | -1% | -3.3 | 3 | 4% | -10% | 6%
Cc1cc2oc(C(=O)NCc3ccc(S(N)(=O)=O)cc3)c(C)c2cc1C | 11% | -11% | -2% | 0.7 | -6 | 1% | -12% | 1%
Cc1ccc(-c2nc(=S)c3c(n2Cc2cccnc2)CC(C)(C)OC3)cc1 | -10% | 9% | 10% | 0.5 | 1 | -9% | -6% | -11%
COc1ccc(CN2C(=O)CN(S(C)(=O)=O)CC2(C)C(=O)Nc2c(C)cccc2C)cc1 (stereo unspecified) | 17% | -16% | 6% | -0.2 | 9 | 10% | -8% | 19%
Cc1cc(C)cc(N(C(C)C(=O)NC2CCCC2)S(C)(=O)=O)c1 (stereo unspecified) | 1% | 12% | -10% | -1.0 | / | -3% | -6% | 15%
O=C1Nc2ccccc2N(O)N1c1ccc(S(=O)(=O)Nc2ccccn2)cc1 | -1% | -8% | 0% | 0.7 | -1 | ? | -19% | 4%
O=C(CSc1ccc(Br)cc1)NCC(c1ccco1)N1CCCCC1 (stereo unspecified) | -4% | -1% | 10% | -2.2 | 6 | 9% | -10% | 10%
COc1cc(O)sc1C=Nc1ccc(Cl)cc1Cl | -8% | 1% | 0% | -2.9 | -11 | -25% | -4% | -11%
O=C(CN1CCCC1=O)NC1C2CC3CC(C2)CC1C3 (stereo unspecified) | -5% | -6% | -3% | -0.9 | 0 | -7% | ? | -7%
Cc1ccc(NCc2ccc(O)c3ncccc23)cc1C | -9% | -24% | 5% | -2.3 | -16 | 6% | 3.4µM* | -23%
CC(=O)c1ccc(Nc2ncnc3c2oc2ccccc23)cc1 | 1% | -5% | ? | 0.7 | 5 | 2% | 1% | 26%
Cc1ccc(S(=O)(=O)N(CC(=O)NCCSc2ccccn2)c2cc(C)cc(C)c2)cc1 | 10% | -10% | -25% | 0.4 | 6 | -2% | -11% | 35%
CC1=C2C(CCS2(=O)=O)CC2(C1)C(=O)OC(C)(C)OC2=O (stereo unspecified) | 3% | 9% | -27% | -1.7 | -13 | -8% | -8% | -5%
CCOc1ccc(S(=O)(=O)Nc2ccc(C(=O)N3CCCC3)cc2)cc1 | -10% | 3% | 7% | -1.9 | 0 | -5% | -1% | 24%
COc1ccc(CNC(=S)NC2CCCC2)cc1 | -4% | 10% | -17% | 0.4 | 13 | 8% | -6% | /
Cc1nc2[nH]c(=S)[nH]c2cc1Br | -2% | 10% | -4% | 0.5 | -15 | -6% | ? | -2%
CC1=NN(C(=O)c2ccc(Br)cc2)C(O)(C(F)(F)OC(F)(F)F)C1 (stereo unspecified) | -13% | -75%[inhibitor] | -26% | -0.2 | -2 | -19% | -5% | 6%
COc1ncnc2c1ncn2CCCNCc1ccc(C)o1 | -8% | -15% | -2% | 1.1 | 3 | -6% | -18% | -19%
COc1cc(NC(=O)COC(=O)c2ccc([N+](=O)[O-])s2)cc(OC)c1OC | 14% | 3% | 18% | -0.1 | 2 | -32% | -10% | 3%
O=C1CCCN1C(=O)CSc1nnnn1-c1ccccc1 | -6% | -5% | 6% | -0.4 | 5 | -16% | 4% | -27%
O=C(NC1CCCCCC1)C1CCN(c2nc3ccccc3o2)CC1 | 11% | -2% | -5% | 1.2 | -4 | 7% | -5% | -10%
CN=C1SC(CC(=O)Nc2ccccc2F)C(=O)N1C (stereo unspecified) | -13% | 0% | 0% | -3.1 | 3 | 5% | -4% | 2%
O=C(COc1ncnc2ccccc12)Nc1cccc([N+](=O)[O-])c1 | -2% | -1% | 2% | 0.0 | -5 | 6% | 7% | 0%
CCCCNC(=O)/C(C#N)=C/c1ccc(-c2ccc(S(=O)(=O)N3CCOCC3)cc2)o1 | -26% | 9% | 2% | 0.2 | -3 | -11% | -15% | /
O=C1c2ccccc2C(=O)N1/N=C/c1ccc(Oc2ccc([N+](=O)[O-])cn2)cc1 | 4% | -13% | 6% | -0.4 | -25 | -10% | -13% | 1%
O=c1[nH]oc2cc(Cl)ccc12 | -10% | -8% | -2% | 2.5 | 2 | 1% | 5% | -1%
COc1ccccc1Nc1ncnc2sccc12 | 6% | -10% | -11% | -2.4 | -8 | -28% | -15% | -11%
Cc1cccc(-c2onc3ccc(C4(C)OCCO4)cc23)c1 | 18% | -9% | -8% | -2.2 | 16 | -10% | -10% | -10%
COc1cccc(C(=O)N2CCN(Cc3ccccn3)CC2)c1OC | 1% | -5% | 3% | -2.0 | 0 | 3% | 2% | 0%
COc1ccc(C(=O)NCCSc2ccccc2)cc1OC | 8% | -23% | ? | 2.0 | -87* | 3% | 3.4µM* | 11%
CC(C)C(OC(=O)c1cccs1)C(=O)NCCc1ccccc1 (stereo unspecified) | -4% | 5% | 4% | -0.2 | -2 | 4% | -1% | 5%
Cc1nc2cc(-c3ccsc3-n3c(C)ccc3C)[nH]n2c(=O)c1Cl | 4% | 3% | ? | 0.3 | ? | ? | -20% | 27%
COc1ccccc1/C=N/OCC(=O)NCc1ccc2c(c1)OCO2 | 5% | -11% | ? | 0.0 | 3 | -7% | -7% | 2%
CC1CCN(C(=O)CSc2nnc3c(n2)[nH]c2ccccc23)CC1 | -5% | 2% | ? | -2.9 | -5 | 19% | -20% | 16%
O=C1CN2NC(=S)N(c3ccc(Cl)cc3)C2=CN1c1ccc(Cl)cc1 | 11% | -11% | -4% | -2.8 | 0 | 3% | -4% | -14%
CC(C)[C@H](NC(=O)OCc1ccccc1)C(=O)OCC(=O)c1ccccc1 | -3% | 22% | -31% | -0.5 | 4 | -14% | -4% | 31%
Cc1noc(C)c1CSCC(=O)Nc1nc2ccccc2s1 | 16% | 12% | -5% | 2.2 | 4 | -23% | -4% | 9%
O=C(c1ccc(S(=O)(=O)N2CCCC2)cc1)N1CCN(c2ccccc2)CC1 | -5% | -4% | -2%[57.1 µM] | -0.4 | 0 | -2% | 3% | -18%
NNC(=O)c1ccc(COc2cccc3ccccc23)cc1 | 4% | 5% | 0% | -0.4 | 11 | -8% | 2% | /
Cn1cc(CN(Cc2ccccc2)C[C@@H]2CCC(=O)N2)c(-c2ccccc2F)n1 | -12% | -5% | -3% | 0.2 | -2 | 19% | -3% | 23%
COc1cccc(C=C2SC(=S)NC2=O)c1 | 3% | -6% | ? | -5.8 | -60* | ? | 0% | /
CN(C)c1ccc(C(=O)OCC#CCSc2nnc(-c3cccc4ccccc34)o2)cc1 | -13% | -8% | / | 0.5 | / | -8% | / | -10%
N#Cc1ccc(OCC(=O)Nc2nc(-c3cccnc3)cs2)cc1 | -2% | -15% | -5%[11.6 µM] | 1.0 | ? | 3% | -17% | 25%
COc1ccccc1NC(=O)Cn1nnc(-c2ccccc2NC(=O)c2cnccn2)n1 | 6% | -9% | -29%[57.1 µM] | -0.9 | -5 | 2% | -5% | 15%
CC(C)COc1ccc(-c2nn(-c3ccccc3)cc2/C=C2/SC(=S)N(CC(=O)O)C2=O)cc1 | 11% | -17% | 1% | -0.8 | 6 | -1% | 21µM* | -2%
O=C(Nc1cccc(Cl)c1)c1ccc(NCC2CCCO2)c([N+](=O)[O-])c1 (stereo unspecified) | -2% | -30% | 0% | 5.9 | 5 | -27% | -10% | -16%
Cc1c(NC(=O)COC(=O)/C=C/c2cccc(F)c2)c(=O)n(-c2ccccc2)n1C | -8% | -10% | 1% | -1.2 | -5 | -14% | -2% | -32%
Cc1sc2nc(SC3CCOC3=O)n(Cc3ccccc3)c(=O)c2c1C (stereo unspecified) | 16% | -2% | -14%[57.1 µM] | 0.4 | 6 | -5% | -3% | 35%
COc1ccc2c(c1)O[C@@]1(CCCC[C@@H]1C)CC2=O | 2% | -4% | -1% | -1.2 | -1 | 2% | 5% | 2%
O=C(c1ccccc1)N1CCN(CC#CC2(O)CCCCC2)CC1 | 2% | 12% | -11% | -2.9 | / | -3% | -27% | -7%
O=S(=O)(c1ccc(-c2csc(-c3cccnc3)n2)cc1)N1CCOCC1 | 3% | 6% | -6%[57.1 µM] | 2.6 | 3 | -4% | ? | 26%
CC(C)(C)OC(=O)N[C@@H](C(=O)OC(C)(C)C)c1ccc(C(F)(F)F)cc1 | -41%[inhibitor] | -14% | -29% | -3.2 | -2 | -19% | -13% | -10%
O=C(NCc1ccccc1)C1C(c2ccc3c(c2)OCO3)=Nc2ccccc2N1C(=O)c1cccc(C(F)(F)F)c1 (stereo unspecified) | -1% | 5% | -2% | -0.1 | 1 | -5% | -11% | ?
CCN1C(=O)C2C(c3cccc(F)c3)NC(C)(C(=O)OC)C2C1=O (stereo unspecified) | -6% | 1% | -2% | -1.4 | 2 | 8% | -3% | 9%
CC(C)n1c(SCCCc2ccccc2)nc2c1c(=O)[nH]c(=O)n2C | -14% | -3% | 5% | -3.7 | -5 | 6% | 9.5µM* | 18%

By substructure: those above containing an aryl thioether with sulfur outside any ring
Compound | EPAC1 ag | Abeta yeast res | WRN inhibitor | IL-2 act | PI5P4Ka inh | EPAC1 antag | PLK1 PBD block | FUS suppressor
O=C(CSc1ccc(Br)cc1)NCC(c1ccco1)N1CCCCC1 (stereo unspecified) | -4% | -1% | 10% | -2.2 | 6 | 9% | -10% | 10%
Cc1ccc(S(=O)(=O)N(CC(=O)NCCSc2ccccn2)c2cc(C)cc(C)c2)cc1 | 10% | -10% | -25% | 0.4 | 6 | -2% | -11% | 35%
O=C1CCCN1C(=O)CSc1nnnn1-c1ccccc1 | -6% | -5% | 6% | -0.4 | 5 | -16% | 4% | -27%
COc1ccc(C(=O)NCCSc2ccccc2)cc1OC | 8% | -23% | ? | 2.0 | -87* | 3% | 3.4µM* | 11%
CC1CCN(C(=O)CSc2nnc3c(n2)[nH]c2ccccc23)CC1 | -5% | 2% | ? | -2.9 | -5 | 19% | -20% | 16%
CN(C)c1ccc(C(=O)OCC#CCSc2nnc(-c3cccc4ccccc34)o2)cc1 | -13% | -8% | / | 0.5 | / | -8% | / | -10%
Cc1sc2nc(SC3CCOC3=O)n(Cc3ccccc3)c(=O)c2c1C (stereo unspecified) | 16% | -2% | -14%[57.1 µM] | 0.4 | 6 | -5% | -3% | 35%
CC(C)n1c(SCCCc2ccccc2)nc2c1c(=O)[nH]c(=O)n2C | -14% | -3% | 5% | -3.7 | -5 | 6% | 9.5µM* | 18%
